PAFAH1B3 inh: blocks human PAF acetylhydrolase 1B catalytic subunit 3; 340,000 tested, 0.28% active; Q15102; inhibition, % at 3.39 µM; AID 492972; recombinant PAFAH1B3, FP-rhodamine probe, fluorescence polarization;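 active means inhibition above the screen-wide average of all tested compounds plus 3 SD, cut at about 25% in these data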;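 further: 0% = enzyme with DMSO only and 100% = wells lacking PAFAH1B3 protein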
Target sequence (Q15102 whole entry, looked up): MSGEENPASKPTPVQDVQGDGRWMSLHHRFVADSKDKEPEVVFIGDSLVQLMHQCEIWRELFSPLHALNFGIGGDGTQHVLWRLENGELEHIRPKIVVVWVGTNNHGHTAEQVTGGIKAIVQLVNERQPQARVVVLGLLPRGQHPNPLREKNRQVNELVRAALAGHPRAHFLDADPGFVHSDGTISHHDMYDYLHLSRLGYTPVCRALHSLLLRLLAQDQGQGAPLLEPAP
PAFAH2 inh: PAFAH2 (human) inhibition. 340,000 tested, 0.99% active. inhibition, % at 3.39 µM. recombinant PAFAH2, FP-rhodamine activity probe, fluorescence polarization;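 active means inhibition above the mean over all tested compounds plus 3 SD, cut at about 30% in these data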;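 further: inhibitors block probe labeling of enzyme so polarization drops; 0% = enzyme with DMSO and 100% = wells lacking PAFAH2 protein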
Active calls of the source: *.

SMILES	PAFAH1B3 inh	PAFAH2 inh
CC1CCc2c(sc(NC(=O)c3c([N+](=O)[O-])cnn3C)c2C(N)=O)C1 (configuration not stated)	10	5
CC1(CNC(=O)C(=O)NCC2(C)CO2)CO1 (configuration not stated)	14	1
O=C(O)CC1Cc2ccccc2C1C(=O)O (configuration not stated)	4	11
CN(C)CCCn1c2c3ccccc3ccc2c2oc(=O)c3ccccc3c21	6	22
COc1ccccc1N1CCN(C(=O)C2CCC(CNS(=O)(=O)c3ccc(NC(C)=O)cc3)CC2)CC1 (configuration not stated)	1	-6
CCn1cc(C2C3=C(CC(C)(C)CC3=O)N(c3ccc(C)cc3)C3=C2C(=O)CC(C)(C)C3)c(C)n1	6	-1
Cc1ccc(C)c(NC(=O)C(c2ccccc2)N2CCN(CC(=O)NC3CC3)CC2)c1 (configuration not stated)	7	0
Cc1ccc(NC2CCCN(C(=O)c3ccoc3C)C2)cc1C (configuration not stated)	-3	6
Cn1c2c(c(=O)[nH]c1=O)C(c1cccc(O)c1)C1=C(N2)c2ccccc2C1=O (configuration not stated)	0	12
O=C(NN=Cc1ccc2c(c1)OCO2)c1ccncc1	5	0
CCc1ccccc1NC(=S)N1CCCCCC1	4	4
O=[N+]([O-])c1ccc(NC(=S)N2CCN(S(=O)(=O)c3ccccc3)CC2)cc1	5	1
Cc1cccc(NC(=O)CN(C)C(C)C(=O)Nc2ccc(S(=O)(=O)N3CCCC3)cc2)c1C (configuration not stated)	-3	2
CC(=O)Nc1cc(=O)c2cccnc2[nH]1	7	4
OCCN(Cc1cccnc1)Cc1ccccn1	9	5
S=C(NCc1ccccc1)C(=S)NCc1ccccc1	9	7
CCCOc1ccc(C(=O)CCC(=O)OCC(=O)Nc2cccc(S(N)(=O)=O)c2)cc1	2	-1
COc1cc(OC)c(C2Nc3cccc4cccc(c34)N2)c(OC)c1	15	12
COP(=O)(OC)C(Nc1ccc(C)cc1)c1ccc(Br)cc1 (configuration not stated)	7	-2
C#CCOCCOCCOCCNc1nc(N2CCN(C(=O)[C@H]([C@@H](C)CC)n3cc(CCC(=O)O)nn3)CC2)nc(N2CCN(C(=O)[C@H](Cc3ccc(O)cc3)n3cc(CCO)nn3)CC2)n1	6	4
COc1ccccc1NC(=O)C1=C(C)NC(SCC(=O)c2ccccc2)=C(C#N)C1c1ccco1 (configuration not stated)	2	1
COc1cc(C2C3=C(COC3=O)Oc3cc4c(cc32)OCO4)cc(OC)c1OC (configuration not stated)	-2	9
N#CC(=C(c1ccccc1)c1ccccc1)c1ccccc1	5	0
O=C1C2CCCCN2C(=O)N1CCCCN1CCN(c2cccc(C(F)(F)F)c2)CC1 (configuration not stated)	-6	4
CC12CCC3(CC1CCC1OC12)OCCO3 (configuration not stated)	0	1
New compounds follow:
SMILES	PAFAH1B3 inh	PAFAH2 inh
O=C(Nc1ccccc1)OCCOc1ccc(Br)cc1	9	3
CCOC(=O)N1CCC(Nc2ncnc3c2cnn3-c2ccc(Cl)cc2)CC1	6	-12
COc1ccc(Br)cc1C(=O)CCC(=O)OCC(=O)Nc1cc(C(N)=O)cc(C(N)=O)c1	-1	4
O=C(Nc1ccc(C(=O)N2CCOCC2)cc1)C1CCC1	13	-4
CC(NC(=O)c1ccccc1)C(=O)Nc1ccccc1 (configuration not stated)	4	-2
CN1CCc2c(n(CC(O)CN3C(=O)c4ccccc4S3(=O)=O)c3ccccc23)C1=O (configuration not stated)	7	10
Cc1ccccc1S(=O)(=O)N1C[C@H]2CON(C)[C@H]2C[C@H]1c1cccc(-c2ccccc2)c1	9	4
CC(=O)NCc1ccc(C(=O)CN2C(=O)NC3(CCCCC3C)C2=O)s1 (configuration not stated)	-4	3
CCn1c(SCCN2CCCCC2)nc2c1c(=O)n(C)c(=O)n2C	6	4
O=C(NCC1CCN(Cc2cccc(Cl)c2)CC1)Nc1ccccc1Cl	9	-4
CN(CC(=O)Nc1ccc(OC(F)(F)F)cc1)C(=O)c1ccccc1SCC(=O)N1CCCC1	6	0
CC(C)Sc1ccccc1C(=O)Nc1ccc2c(c1)n(C)c(=O)n2C	14	6
O=C(c1ccccc1)c1ccc(OCC(O)CNCc2cccc(Cl)c2)cc1 (configuration not stated)	18	-6
O=[N+]([O-])c1cccc(C=NN=C2c3ccccc3-c3ccccc32)c1	3	-9
Cc1ccc(S(=O)(=O)n2cc(CO)c3ccccc32)cc1	6	3
O=C(Cc1ccccc1)Nc1ccc(S(=O)(=O)N2CCCC2)cc1	6	0
COc1ccc(C(=O)CSc2nnc(-c3ccco3)c(-c3ccco3)n2)cc1	9	20
CCCC(=O)c1ccc(OCc2cn(CC(=O)c3ccc(O)cc3)nn2)cc1	9	1
Cc1noc(C)c1C(=O)Nc1cc(S(=O)(=O)N2CCCCC2)ccc1N(C)C	11	5
COC(C[C@H](O)[C@H](C)[C@@H](O)COCc1ccccc1)OC	16	-7
O=C1NC(=S)SC1=Cc1cc(Br)ccc1O	-3	-3
O=C(CCS(=O)(=O)c1ccc(Cl)cc1)Nc1nccs1	2	-4
Cc1cc(CNC(=O)C2CCC(=O)N(CCc3cccc(F)c3)C2)nn1C (configuration not stated)	10	0
CCN(CC)CCOCCn1c(C)ccc1C	4	-2
CCCCN(C(=O)c1cccc(S(=O)(=O)N2CCN(C)CC2)c1)c1c(N)n(CC(C)C)c(=O)[nH]c1=O	3	-6
(listing goes on)
SMILES	PAFAH1B3 inh	PAFAH2 inh
CN(C(=O)c1cc(Cl)c2c(c1)OCCO2)c1c(N)n(Cc2ccccc2)c(=O)[nH]c1=O	6	-6
CC(=O)Nc1ccc(S(=O)(=O)NCCC(=O)OCC(=O)c2cc(C)ccc2C)cc1	3	3
Cn1c(=O)c([N+](=O)[O-])c(Oc2ccccc2)c2ccccc21	11	7
C/C(=N/NC(=O)c1ccc(Br)o1)c1cccs1	-1	-2
O=C(c1ccc(OC2CCN(CCc3ccccc3)CC2)cc1)N1CCC[C@H]1CO	0	4
COc1ccc(N(CC(=O)NCc2ccco2)C(=O)CCC(=O)Nc2ccccn2)cc1	1	1
Cc1noc(C)c1COc1ccccc1C(=O)NCCc1ccc(F)cc1	1	6
CCN1C(=O)CC(SC2CC(=O)N(CC)C2=O)C1=O (configuration not stated)	11	1
Cn1ncc(=S)[nH]c1=S	6	-1
COc1ccc(Cl)cc1S(=O)(=O)NC(C)C(=O)NCCN1CCOCC1 (configuration not stated)	-6	-2
CC1CCc2c(sc(NC(=O)CSc3nc(N)cc(=O)[nH]3)c2C(N)=O)C1 (configuration not stated)	4	1
Cc1ccc(S(=O)(=O)N(C)c2ccc(OCC(=O)OCc3nnc(-c4ccccc4)o3)cc2)cc1	-1	2
COc1ccc(C(=O)Nc2ccccc2C(=O)N2CCN(c3ccccc3)CC2)cc1	6	2
Cc1c(Cl)cccc1Nc1n[nH]c(=S)s1	0	2
O=c1cc(CSc2nc(NCc3ccc(Cl)cc3)c3ccccc3n2)nc2ccc(Cl)cn12	5	0
O=c1[nH]c2cc(Cl)c(Cl)cc2o1	3	0
COc1ccccc1C(CNC(=O)c1ccc(C)c(S(=O)(=O)N2CCCCC2)c1)N1CCCC1 (configuration not stated)	10	5
COc1cc(C(C)=O)ccc1OCc1cn(CC(=O)c2ccc(O)cc2)nn1	8	0
Cc1cccc(NS(=O)(=O)c2ccc(C)c(C(=O)NC3CCN(Cc4ccccc4)CC3)c2)c1	14	-5
C[n+]1ccccc1/C=C/c1ccccc1Cl	9	0
Cc1cccc(NC(=O)CN(CCc2ccccc2)S(C)(=O)=O)c1	10	0
Cc1cc(C)c(C#N)c(SCC(=O)N(CCC#N)c2ccc3c(c2)OCCO3)n1	0	9
Clc1nssc1=Nc1ccc(Br)cc1	7	2
O=C(O)C(Cc1ccccc1)N=Cc1c(O)c2ccccc2oc1=O (configuration not stated)	6	3
CCOc1ccc(NC(=O)CN(C)C(=O)C2CC2C)cc1OCC (configuration not stated)	2	6

The closing five compounds of the section above are carried over, then new ones follow:
SMILES	PAFAH1B3 inh	PAFAH2 inh
Cc1cccc(NC(=O)CN(CCc2ccccc2)S(C)(=O)=O)c1	10	0
Cc1cc(C)c(C#N)c(SCC(=O)N(CCC#N)c2ccc3c(c2)OCCO3)n1	0	9
Clc1nssc1=Nc1ccc(Br)cc1	7	2
O=C(O)C(Cc1ccccc1)N=Cc1c(O)c2ccccc2oc1=O (configuration not stated)	6	3
CCOc1ccc(NC(=O)CN(C)C(=O)C2CC2C)cc1OCC (configuration not stated)	2	6
COCCCn1c(SC(C)C(=O)Nc2c(C)n(C)n(-c3ccccc3)c2=O)n[nH]c1=O (configuration not stated)	3	-6
CN(Cc1ccc(F)cc1)C(=O)c1cc(COc2ccc(-n3cncn3)cc2)on1	2	4
Fc1cccc(NC(=S)N2CCc3ccccc32)c1	10	1
CCOc1ccc(NC(=O)CN2CCN(CC(=O)c3ccc(OCC)cc3)CC2)cc1	8	-5
Cc1ccc(C)c(CN2CCC(CNC(=O)Nc3ccc(Br)cc3F)CC2)c1	8	-4
COc1ccccc1C(=O)Nc1cccc(NC(=O)c2ccccc2C)c1	4	-5
CCC1([N+](=O)[O-])COC(c2ccc(C(C)C)cc2)OC1 (configuration not stated)	12	7
Cc1cc(CSc2ccc(Cl)cc2)ccc1N	1	3
O=C(c1cc2nc(-c3ccccc3)cc(C(F)(F)F)n2n1)N1CCCC1	6	-4
CC1(C)CC(NC(=O)C2CCC(=O)N(Cc3ccccc3F)C2)CC(C)(C)C1 (configuration not stated)	15	3
Nc1nc(SCC(=O)c2c(N)n(C3CC3)c(=O)[nH]c2=O)n[nH]1	3	4
O=S(=O)(Nc1ccc(Br)cc1)c1cccc(NS(=O)(=O)c2cccs2)c1	-1	43*
O=C1NC2=C(C(=O)CCC2)C(c2cccc([N+](=O)[O-])c2)N1 (configuration not stated)	1	-2
COc1ccc(C(CNC(=O)c2cc(S(=O)(=O)Nc3cccc(C)c3)ccc2C)N2CCOCC2)cc1 (configuration not stated)	-3	4
CCc1nc2oc3ccccc3c(=O)c2cc1C(=O)OC	13	5
CCOC(=O)C1CCN(c2c(N3CCN(c4ccccc4OC)CC3)c(=O)c2=O)CC1	-5	1
COc1cc(C=CC(=O)c2cc(OC)c(OC)c(OC)c2)cc(OC)c1OC	7	-5
CCC(=O)Nc1c(C#N)c2nc3ccccc3nc2n1-c1ccc(C)cc1	6	3
O=C(CC(=O)c1cccnc1)c1ccccc1	6	-10
Nc1nnnn1/N=C/c1ccc(Br)cc1	18	-2
COC(=O)C1CC(O)C(O)C(O)C1 (configuration not stated)	10	6
COc1cc(CN2CCCCCC2)cc(Br)c1O	2	-1
O=C1CC(c2ccccc2)Oc2ccccc21 (configuration not stated)	11	2
CC1Cc2cc(/C(O)=C3/C(=O)C(=O)N(CCCn4ccnc4)C3c3ccc([N+](=O)[O-])cc3)ccc2O1 (configuration not stated)	6	1
O=C(Nc1cccc(C(=O)NC2CC2)c1)c1ccccc1	13	2

Record cards (already shown).
Cn1ncc(=S)[nH]c1=S is listed with PAFAH1B3 inh: 6; PAFAH2 inh: -1
COc1ccccc1N1CCN(C(=O)C2CCC(CNS(=O)(=O)c3ccc(NC(C)=O)cc3)CC2)CC1 (configuration not stated) is listed with PAFAH1B3 inh: 1; PAFAH2 inh: -6
CC(=O)Nc1cc(=O)c2cccnc2[nH]1 is listed with PAFAH1B3 inh: 7; PAFAH2 inh: 4

Additional records
SMILES	PAFAH1B3 inh	PAFAH2 inh
S=C1SCCN1Cc1ccccc1	1	2
CN(Cc1cccs1)C(=O)CN1CCN(S(=O)(=O)c2ccc3c(c2)OCCCO3)CC1	2	5
O=S(=O)(c1ccccc1)N(c1ccccc1)S(=O)(=O)c1ccccc1	1	8
COc1ccc(-c2csc(C(C#N)=C(O)CSc3nccn3C)n2)cc1OC	7	4
O=C1NC(=S)SC1=Cc1ccc2c(c1)OCO2	8	8
Cc1cc(C(=O)Nc2ccc(C#N)cc2)on1	8	-3
Nn1c(SCC(=O)NCCC2=CCCCC2)nnc1-c1cccnc1	-7	7
OCC1(CCc2ccccc2)CCN(Cc2ccc(OC(F)F)cc2)CC1	-1	-2
COc1ccccc1CNC1CCCc2ccccc21 (configuration not stated)	4	-1
CCN(C(=O)COC(=O)/C(=C/c1ccccc1)NC(C)=O)c1c(N)n(Cc2ccccc2)c(=O)[nH]c1=O	4	0
COc1ccc(CC(=O)Nc2ccc(C(=O)Nc3nccs3)cc2)cc1OC	0	9
CN(C)C(=O)CSc1ccc(S(=O)(=O)N2CCCC2)cn1	2	-1
COC(=O)C1CCN(S(=O)(=O)c2cc3c4c(c2)CCN4C(=O)CC3)CC1	4	-9
CN1CCCN(S(=O)(=O)c2ccc(Cl)c(Cl)c2)CC1	2	-2
CC(C)c1ccc(NC(=O)C2CC2c2ccccc2)cc1 (configuration not stated)	10	-6
O=c1c(/C=N/Nc2ccccc2)c(Sc2nnnn2-c2ccccc2)nc2ccccn12	-25	-18
CCOc1ccc(OCCC(=O)OCC(=O)Nc2cc(S(=O)(=O)N3CCOCC3)ccc2OC)cc1	1	12
CCN(CC)C(=O)c1ccc(NS(=O)(=O)c2ccc3[nH]c(=O)[nH]c3c2)cc1	-2	-3
COc1ccc(CN2CCNC(=O)C2CC(=O)NC2CCOCC2)cc1C (configuration not stated)	-3	0
CCC(CC)CN1CCC(CN2CCNC(=O)C2=O)CC1	0	-2
CC(C)(CCc1ccccn1)C(=O)C(CCc1ccccn1)CCc1ccccn1	5	-4

Two records drawn at random from those above, as already listed:
SMILES	PAFAH1B3 inh	PAFAH2 inh
CC(=O)Nc1cc(=O)c2cccnc2[nH]1	7	4
CC(NC(=O)c1ccccc1)C(=O)Nc1ccccc1 (configuration not stated)	4	-2

This is a subset, so the mix of outcomes need not match the whole.
